Source: PubChem
UGM FP inh: inhibitors of M. tuberculosis UDP-galactopyranose mutase; P9WIQ1; purified UGM, fluorescence polarization probe displacement; inhibition, % at 10 µM; 0.06% of 320,000 active; AID 504406; in the data active means inhibition above about 10%, passing the limit was not always enough; inconclusive means no clear call, values can overlap the other calls
Target sequence (P9WIQ1 whole entry, looked up): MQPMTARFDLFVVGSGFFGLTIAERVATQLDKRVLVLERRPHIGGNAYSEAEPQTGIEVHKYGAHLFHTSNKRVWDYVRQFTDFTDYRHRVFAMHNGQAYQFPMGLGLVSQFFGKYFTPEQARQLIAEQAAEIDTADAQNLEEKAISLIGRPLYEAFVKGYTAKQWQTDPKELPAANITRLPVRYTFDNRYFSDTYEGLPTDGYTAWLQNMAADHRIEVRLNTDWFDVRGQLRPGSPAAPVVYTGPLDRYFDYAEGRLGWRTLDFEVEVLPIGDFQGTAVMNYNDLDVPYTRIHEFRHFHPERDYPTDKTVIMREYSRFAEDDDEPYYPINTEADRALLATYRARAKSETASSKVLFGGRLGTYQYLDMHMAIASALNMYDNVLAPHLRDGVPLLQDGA
Mtb FBA inh: Mtb fructose-bisphosphate aldolase inhibition; P9WQA3; inhibition, % at 1 µM; purified M. tuberculosis FBA, fluorescence read-out; 2.3% of 360,000 active; in the data active means inhibition above about 27%;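 further: 0% = vehicle and 100% = reference inhibitor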
Target sequence (P9WQA3 whole entry, looked up): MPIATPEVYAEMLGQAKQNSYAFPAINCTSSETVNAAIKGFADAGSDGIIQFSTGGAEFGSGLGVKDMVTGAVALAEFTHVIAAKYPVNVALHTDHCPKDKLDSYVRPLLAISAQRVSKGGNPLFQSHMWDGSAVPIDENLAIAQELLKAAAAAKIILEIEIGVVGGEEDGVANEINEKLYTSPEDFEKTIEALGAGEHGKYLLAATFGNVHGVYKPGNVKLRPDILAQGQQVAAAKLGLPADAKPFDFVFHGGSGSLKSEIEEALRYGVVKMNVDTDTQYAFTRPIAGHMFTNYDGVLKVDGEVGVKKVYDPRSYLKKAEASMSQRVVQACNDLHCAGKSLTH
FadD28 binding: blocks FadD28 binding to the bisubstrate probe; fluorescence polarization; inhibition, % at 12.5 µM; 0.22% of 360,000 active; AID 588549; in the data active means inhibition above about 8.5%, passing the limit was not always enough; inconclusive means no clear call, values can overlap the other calls
GDH-TPI inh: inhibits GDH-TPI coupling enzymes, artifact for Mtb FBA screen; GDH-TPI coupled enzyme counterscreen, NADH absorbance; inhibition, % at 4.8 µM; 1.2% of 360,000 active;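 further: 0% = DMSO wells and 100% = wells lacking the enzyme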
BoNT F protease: BoNT F light chain protease inhibition; AID 588497; inhibition, % at 10 µM; 0.22% of 360,000 active; Multiplex microsphere protease cleavage assay, flow cytometry; in the data active means inhibition above about 35%, passing the limit was not always enough; inconclusive means no clear call, values can overlap the other calls; further: plate controls were buffer without enzyme for full effect and enzyme alone for no effect
MazF activator: MazEF (E. coli) toxin RNase activation. FAM/BHQ RNA-DNA oligo cleavage fluorescence, 5 h. activation, % at 20 µM. 0.32% of 350,000 active. AID 504720; in the data active means activation above about 50%
Target sequence (P0AE70 whole entry, looked up): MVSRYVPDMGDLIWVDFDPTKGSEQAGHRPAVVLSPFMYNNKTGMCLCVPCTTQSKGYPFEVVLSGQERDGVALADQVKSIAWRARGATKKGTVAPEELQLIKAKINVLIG
CCHFV vOTU inh: CCHFV vOTU protease inhibition; inhibition, % at 11.5 µM; 0.55% of 370,000 active; Pep-AMC fluorescence; AID 651958; further: 0% = vehicle wells with enzyme and 100% = no enzyme wells
DUSP3 inh: inhibitors of human VHR1 phosphatase (DUSP3) | P51452 | recombinant VHR phosphatase, pNPP absorbance | inhibition, % at 13.3 µM | 0.52% of 290,000 active; in the data active means inhibition above about 50%; further: some compounds called inactive have numbers as strong as hits
Target sequence (P51452 whole entry, looked up): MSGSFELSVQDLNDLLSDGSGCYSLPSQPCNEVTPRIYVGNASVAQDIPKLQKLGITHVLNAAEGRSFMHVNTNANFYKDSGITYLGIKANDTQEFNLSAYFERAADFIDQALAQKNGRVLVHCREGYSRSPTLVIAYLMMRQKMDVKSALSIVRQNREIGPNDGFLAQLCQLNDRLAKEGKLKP
Rv3671c inh: inhibits the M. tuberculosis serine protease Rv3671c; inhibition, % at 5.96 µM; 0.048% of 320,000 active; P9WHR9; in the data active means inhibition above about 38%;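 further: extracellular domain of Rv3671c used as enzyme; 0% = enzyme with DMSO and 100% = no enzyme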
BioA inh: blocks M. tuberculosis BioA enzyme activity; purified M. tuberculosis BioA enzyme, plate reader; inhibition, % at 9.99 µM; 0.096% of 360,000 active; in the data active means inhibition above about 40%; inconclusive means no clear call, values can overlap the other calls
The depositor's hits bear a star; ? = inconclusive; . = not tested or not shown. Unless noted, no stated cut-off is given here; in the data, active means inhibition above about 30%; inactive means the rest.

SMILES | UGM FP inh | Mtb FBA inh | FadD28 binding | GDH-TPI inh | BoNT F protease | MazF activator | CCHFV vOTU inh | DUSP3 inh | Rv3671c inh | BioA inh
COC(=O)c1ccsc1NC(=O)CN1C(=O)CCC1=O | 8.9 | 2 | -0.2 | 9 | -3 | 20 | 1 | 14 | 9 | -1.9
O=C(Nc1ccc(S(=O)(=O)Nc2nccs2)cc1)c1ccc(F)c(S(=O)(=O)N2CCOCC2)c1 | -0.8 | 2 | -1.9 | 1 | -4 | -21 | -4 | 26 | -26 | -4.1
O=S(=O)(Nc1nc2ccccc2nc1N1CCN(CCO)CC1)c1cc(F)ccc1F | -1.0 | 9 | 0.5 | 11 | ? | 2 | 1 | . | 3 | 0.6
CCc1nc(N[C@@H](Cc2c[nH]c3ccccc23)C(=O)O)c2oc3ccccc3c2n1 | -1.5 | -1 | -2.6 | 2 | 6 | -11 | -4 | -10 | -7 | 2.5
COc1ccc(OC(=O)N(C)C[C@@H]2OCc3ccccc3-c3c(n(C)c4ccccc34)C(=O)N([C@H](C)CO)C[C@@H]2C)cc1 | . | 1 | -1.0 | 13 | 4 | -1 | 9 | . | . | 1.3
O=C(O)CSCC(=O)Nc1ccc(Cl)cc1C(F)(F)F | 9.5 | 0 | -3.8 | 3 | 1 | 4 | -3 | 12 | -10 | .
COc1ccc2c(C(=O)CN3CCSCC3)c[nH]c2c1 | -1.5 | 0 | 0.6 | 5 | 4 | -5 | 15 | -19 | -1 | .
C/C(=N/O)c1ccc2c(c1)OCCOCCOc1cc(/C(C)=N/O)ccc1OCCOCCO2 | 1.6 | 0 | -2.0 | -5 | 3 | 5 | 6 | 20 | 4 | .
CCOC(=O)C1CCN(C(=O)CCc2nnc3ccc(N4CCN(C)CC4)nn23)CC1 | -1.3 | 9 | 0.3 | 9 | 0 | -20 | -2 | 35 | -6 | -3.9
O=C(COC(=O)CCCOc1ccccc1)NC1CCS(=O)(=O)C1 (configuration not stated) | . | -1 | -2.1 | -7 | 4 | -5 | -4 | . | 10 | -0.3
CC1CCc2ccccc2N1C(N)=Nc1ccccc1 (configuration not stated) | 1.4 | 0 | 0.8 | -5 | -1 | -5 | 1 | 2 | 6 | -1.0
COc1ccc(-c2cn3nc4c(nc3n2)CCCC4)cc1 | . | 2 | -2.4 | 6 | ? | 15 | 28 | 0 | . | -2.1
COc1ccccc1Oc1ccc2c(c1)C(=O)N(c1cccc3ncccc13)C2=O | . | 2 | -2.1 | 13 | -1 | 2 | 6 | 2 | . | .
COCCCNc1nc2c(c(=O)[nH]c(=O)n2C)n1CC(O)COc1cccc(C)c1 (configuration not stated) | -5.2 | 5 | -2.0 | 7 | -8 | 6 | -5 | 0 | -1 | -2.0
COc1ccccc1Oc1ncnc2c1oc1ccccc12 | -0.9 | 2 | -2.8 | -1 | -4 | -13 | -6 | 18 | 2 | .
O=c1c2cc(Br)ccc2nc(-c2cccc(Cl)c2)n1O | 0.5 | 0 | -3.4 | 15 | -12 | -27 | 0 | 2 | 0 | -1.9
COc1ccc(C2C(C#N)=C3NC(=O)c4c(sc5c4CCCCC5)N3C3=C2C(=O)CC(C)(C)C3)cc1 (configuration not stated) | 0.9 | -3 | -0.1 | 10 | 11 | 20 | 0 | 19 | -11 | 0.1
CCc1ccc(NC(=O)NCC2CCN(Cc3cccc(Cl)c3)CC2)cc1 | 4.5 | -3 | -3.2 | -17 | -17 | 0 | -8 | 27 | -1 | -0.3
CCOc1ccc(S(=O)(=O)N2CN(c3cccc(C(C)=O)c3)c3nc4ccccc4nc32)cc1 | 1.5 | 2 | -1.1 | 16 | -7 | -3 | 4 | . | 0 | .
Cc1c(C(=O)N/N=C/c2ccc(Cl)cc2)[nH]c2ccc(Cl)cc12 | -1.4 | -1 | -1.6 | 19 | -5 | 6 | -12 | 34 | -19 | .
O=C(COc1ccc(S(=O)(=O)N2CCOCC2)cc1)NCC1CCCO1 (configuration not stated) | -0.5 | -1 | -2.5 | -5 | 2 | -4 | 13 | -20 | -5 | -1.1
COc1ccc(N2CCN(C(=O)Cn3cncn3)CC2)cc1 | 0.0 | -2 | 0.7 | 5 | -4 | -3 | 4 | 6 | 5 | -1.5
COCCNC(=O)C1(C)CCCN(Cc2cc(-c3ccccc3)on2)C1 (configuration not stated) | . | 3 | -1.4 | -5 | 1 | . | -1 | . | . | -1.6
COc1ccc(Oc2ccccc2C=O)cc1 | -2.0 | -2 | 0.2 | 9 | 0 | -1 | 3 | 16 | 8 | .
N/C(=N/OCC(=O)Nc1cccc2ccccc12)c1nonc1N | 0.1 | 0 | 1.4 | 6 | -3 | -4 | 2 | 14 | -9 | 1.5
CCCCn1c(N)c(N(CCOC)C(=O)COC(=O)/C=C/c2ccc(Br)cc2)c(=O)[nH]c1=O | 0.7 | 3 | -1.6 | 8 | 1 | 4 | 8 | 1 | -8 | -0.3
COC(=O)N/N=C/c1ccc(-c2ccc(Cl)cc2Cl)o1 | -1.7 | 4 | 1.4 | 34* | 4 | -1 | 15 | 17 | -14 | -0.4
N[C@@H](Cc1ccccc1)C(=O)N1CCC(C(=O)NCC(=O)NCC(=O)O)CC1 | 0.6 | -4 | -3.8 | -12 | ? | -5 | -2 | 15 | 7 | -0.6
COc1cc(-c2nnc(COC(=O)c3cc(C)nc4ccc(C)cc34)o2)cc(OC)c1OC | . | 2 | -0.7 | 18 | 1 | 9 | 0 | 8 | -1 | -5.8
O=c1[nH]c(=O)n(Cc2ccc(F)cc2)c(O)c1/C=N/Nc1ccccc1 | -2.4 | 3 | 0.8 | 21 | -3 | 6 | 0 | 4 | -1 | .
COc1ccc(N(C(C)C(=O)N2CCCC2)S(C)(=O)=O)cc1 (configuration not stated) | -1.1 | -1 | -2.3 | -6 | ? | 7 | -6 | -8 | -3 | -0.4
Cc1cccnc1CNC(=O)C1CCC(=O)N(CCc2cccc(F)c2)C1 (configuration not stated) | -0.5 | 0 | -4.0 | -2 | 8 | 0 | -7 | -20 | -1 | -1.2
CCN(CC)C(=O)CSC1=N/C(=C/c2ccco2)C(=O)N1c1ccc(OC)c(Cl)c1 | 1.2 | 1 | -4.1 | 18 | 1 | -4 | 4 | 24 | -11 | 0.0
COc1ccccc1C1CC(=O)Oc2cc(C)c(Cl)c(C)c21 (configuration not stated) | . | 0 | -1.0 | 5 | 2 | 13 | 11 | . | . | -0.6
O=C(NC1CCS(=O)(=O)C1)/C(=C\c1ccc(F)cc1)NC(=O)c1ccccc1 (configuration not stated) | -0.8 | 2 | -0.9 | -3 | -2 | 15 | 2 | 23 | -2 | .
COc1ccc(/C=C(/NC(=O)/C=C/c2ccccc2)C(=O)NCCCCCC(=O)O)cc1 | 2.3 | 1 | 0.4 | 32* | -8 | 0 | 1 | 26 | -2 | -1.1
CCOC(=O)c1ccc(NC(=O)c2cnccn2)cc1 | . | 0 | -2.6 | 0 | -8 | -3 | 4 | 27 | . | 3.1
O=C1C=C(c2cc(C(F)(F)F)cc(C(F)(F)F)c2)C[C@@H](c2ccc3c(c2)OCO3)C1 | -1.1 | 1 | -0.4 | 10 | -10 | 3 | -4 | . | -14 | 0.5
O=C(NCCCN1CCN(c2ccccc2F)CC1)Nc1ccccc1[N+](=O)[O-] | 6.0 | -1 | -0.6 | 12 | -6 | 9 | -9 | 7 | 2 | -0.5
COc1ccc(N2CCOCC2)c(NC(=O)c2cccs2)c1 | -2.2 | 4 | -1.6 | 14 | -6 | -6 | -7 | -9 | -3 | -2.0
Cc1cc(C)c(C#N)c(N2CCN(CCOc3ccc(Cl)cc3)CC2)n1 | 0.6 | 1 | -0.8 | -3 | -12 | -7 | -8 | 11 | -5 | .
C=C1CCC[C@]2(C)C[C@H]3OC(=O)C(CNCCN(C)C)[C@H]3CC12 (some centres not stated) | 2.1 | 2 | -3.9 | -6 | -8 | 8 | -11 | 3 | -8 | -0.3
CC(=O)O[C@H]1CC[C@@]2(C)[C@@H](CC[C@@H]3[C@@H]2CC[C@]2(C)[C@@H](C(C)(C)O)C[C@@H]32)C1 | -2.0 | -1 | -0.8 | 5 | 0 | 6 | 3 | . | 6 | -1.0
O=C(CCn1cnc2ccccc2c1=O)Nc1ccc2c(c1)OCCO2 | -5.8 | 3 | 1.8 | -4 | 9 | 1 | 9 | 0 | 3 | -2.8
CCCCN(C(=O)c1cccc(S(=O)(=O)N(C)c2ccc(C)cc2)c1)c1c(N)n(CCCC)c(=O)[nH]c1=O | 1.2 | 2 | -0.1 | 9 | . | -7 | -10 | . | -3 | .

2 entries from above in another layout:
Order of values – UGM FP inh, Mtb FBA inh, FadD28 binding, GDH-TPI inh, BoNT F protease, MazF activator, CCHFV vOTU inh, DUSP3 inh, Rv3671c inh, BioA inh
COc1cc(-c2nnc(COC(=O)c3cc(C)nc4ccc(C)cc34)o2)cc(OC)c1OC
  ., 2, -0.7, 18, 1, 9, 0, 8, -1, -5.8
O=c1[nH]c(=O)n(Cc2ccc(F)cc2)c(O)c1/C=N/Nc1ccccc1
  -2.4, 3, 0.8, 21, -3, 6, 0, 4, -1, .

Next part.
SMILES | UGM FP inh | Mtb FBA inh | FadD28 binding | GDH-TPI inh | BoNT F protease | MazF activator | CCHFV vOTU inh | DUSP3 inh | Rv3671c inh | BioA inh
Cc1cccc(-n2nnnc2SCC(=O)NC2CCCC2)c1 | -0.8 | 2 | -0.4 | 2 | 2 | 0 | -20 | . | -4 | .
CCn1c(C)nc2cc(C(=O)OCCC(F)(F)F)ccc21 | -0.4 | -1 | -3.6 | -8 | -2 | -2 | -6 | 37 | 2 | 0.9
O=C(C1CCCO1)N1CCN(C(=S)Nc2ccc(Cl)c(Cl)c2)CC1 (configuration not stated) | -1.1 | 4 | -3.3 | 3 | -7 | -3 | 7 | 2 | -4 | .
COc1ccc(CCN(C)C(=O)CN2C(=O)NC3(CCCCC3C)C2=O)cc1OC (configuration not stated) | 2.2 | 2 | -1.6 | -2 | -4 | 1 | 3 | . | -3 | .
Cc1ccc(S(=O)(=O)NNC(=O)CCC(=O)Nc2ccc(C)cc2C)cc1 | -2.7 | 2 | -0.4 | 4 | -2 | -9 | -5 | 1 | 12 | -1.4
Cc1ccc(N=Nc2cc(C)ccc2N)cc1 | 0.4 | -2 | -2.6 | -1 | -10 | -1 | 3 | -6 | 11 | .
O=C1Nc2ccccc2Oc2cc([N+](=O)[O-])cc(Oc3ccccc3)c21 | 3.1 | 1 | -0.6 | 12 | -2 | 53* | -10 | -14 | -3 | .
CCCCC(=O)N/N=C(\C)CC(=O)Nc1ccccc1Br | -1.0 | 5 | -1.7 | 2 | -2 | 3 | 13 | 5 | 5 | .
Cc1ccc(NC(=O)CSc2nc3ccccc3c(=O)n2CCCC(=O)N2CCCC2)cc1 | 3.7 | -1 | -0.3 | -8 | -3 | -3 | -8 | 32 | -6 | .
Cn1nccc1C(=O)Nc1ccc(S(=O)(=O)N2CCCC2)cc1 | -0.4 | -2 | -1.2 | 6 | -2 | 6 | -4 | 16 | -4 | 1.3
CC1(c2ccc(O)cc2)NC(=O)N(c2ccccc2)N1 (configuration not stated) | 0.5 | 1 | -1.9 | 2 | 2 | 0 | 5 | 17 | -2 | 0.6
CCOc1cc(C=NN2CCCCCC2)ccc1O | . | -3 | -3.0 | 13 | -16 | 4 | 1 | . | . | 0.8
O=C(O)c1cccnc1Sc1ccccc1Cl | . | 2 | -3.8 | -1 | -2 | -8 | -8 | 14 | -3 | 5.1
Clc1ccccc1/C=C/c1ccnc2ccccc12 | -1.3 | 7 | -9.9 | 8 | 1 | -9 | 6 | 13 | -24 | 1.8

Filtered by structure, those above containing a thiophene ring, fused or not (3)
SMILES | UGM FP inh | Mtb FBA inh | FadD28 binding | GDH-TPI inh | BoNT F protease | MazF activator | CCHFV vOTU inh | DUSP3 inh | Rv3671c inh | BioA inh
COC(=O)c1ccsc1NC(=O)CN1C(=O)CCC1=O | 8.9 | 2 | -0.2 | 9 | -3 | 20 | 1 | 14 | 9 | -1.9
COc1ccc(C2C(C#N)=C3NC(=O)c4c(sc5c4CCCCC5)N3C3=C2C(=O)CC(C)(C)C3)cc1 (configuration not stated) | 0.9 | -3 | -0.1 | 10 | 11 | 20 | 0 | 19 | -11 | 0.1
COc1ccc(N2CCOCC2)c(NC(=O)c2cccs2)c1 | -2.2 | 4 | -1.6 | 14 | -6 | -6 | -7 | -9 | -3 | -2.0
